# MrgX1 agonist = agonists of human MrgX1 receptor, primary screen, HEK293 cells, Fluo-4 calcium flux; Mas-related G-protein coupled receptor member X1 (Homo sapiens), Q96LB2; B-score at 10 µM; hit rate 0.44% among 310,000; Fluo-4 calcium fluorescence, agonist mode; active compounds read high;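 active = calcium response B-score plate-corrected fluorescence ratio at least 3 library SD, with starting fluorescence B-score inside 5 SD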
#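 System: HEK293 cells stably expressing human MrgX1 receptor; Dosing: test compound in the initial addition of three; Schedule: overnight plating, then 30 min 37 °C plus 30 min room-temperature dye loading; Detection: kinetic calcium dye fluorescence, Fluo-4 NW; Controls: per-plate positive and negative controls for Z′ factor.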
# RGS4 inh = RGS4 inhibitors, primary screen, cell-based, HEK293 M3R inducible RGS4, calcium flux | Regulator of G-protein signaling 4 (Homo sapiens), P49798 | Fluo-4 calcium flux; active compounds read high; triggered by carbachol at its EC20 | B-score at 10 µM | hit rate 0.45% among 310,000 | AID 463165, 2010;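 active = B-score, a plate-corrected calcium signal, over three deviations above library mean, with baseline fluorescence within five deviations of library mean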;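 also: RGS4 expression induced by doxycycline in cells with stable M3 receptor; B-score is computed from the integrated fluorescence ratio over baseline after carbachol; higher B-score means a larger calcium signal and so more RGS4 inhibition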
# Target sequence (P49798 whole entry, looked up): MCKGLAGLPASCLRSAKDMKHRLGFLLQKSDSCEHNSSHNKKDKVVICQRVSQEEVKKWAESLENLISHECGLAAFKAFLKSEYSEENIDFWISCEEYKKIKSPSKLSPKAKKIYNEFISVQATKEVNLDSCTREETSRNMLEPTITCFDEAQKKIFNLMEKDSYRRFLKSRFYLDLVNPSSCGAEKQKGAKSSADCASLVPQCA
# MrgX1 antagonist = antagonists of human MrgX1 receptor, primary screen, HEK293 cells, Fluo-4 calcium flux. Mas-related G-protein coupled receptor member X1 (Homo sapiens), Q96LB2. BAM8-22 antagonism; active compounds read low. AID 588676, 2011. B-score at 10 µM. hit rate 1.3% among 310,000;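 active = calcium-response B-score plate-corrected more than 3 library SD below zero, starting fluorescence within 5 deviations, no agonist response on first addition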;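 also: peak minus trough fluorescence over baseline after final BAM8-22 challenge near maximal dose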
# TRPC6 inhibitor = mouse TRPC6 channel inhibitors, primary screen, cell-based, HEK293, membrane potential dye; Short transient receptor potential channel 6 (Mus musculus), Q61143; ACh-evoked depolarization; active compounds read low; B-score at 10 µM; hit rate 1.1% among 310,000;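 active = B-score under library mean minus 3 SD, initial fluorescence not abnormally high, positive integrated signal ratio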;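 also: B-score derived from integrated fluorescence ratio over the kinetic read; more negative B-score means stronger inhibition of depolarization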
# Target sequence (Q61143 whole entry, looked up): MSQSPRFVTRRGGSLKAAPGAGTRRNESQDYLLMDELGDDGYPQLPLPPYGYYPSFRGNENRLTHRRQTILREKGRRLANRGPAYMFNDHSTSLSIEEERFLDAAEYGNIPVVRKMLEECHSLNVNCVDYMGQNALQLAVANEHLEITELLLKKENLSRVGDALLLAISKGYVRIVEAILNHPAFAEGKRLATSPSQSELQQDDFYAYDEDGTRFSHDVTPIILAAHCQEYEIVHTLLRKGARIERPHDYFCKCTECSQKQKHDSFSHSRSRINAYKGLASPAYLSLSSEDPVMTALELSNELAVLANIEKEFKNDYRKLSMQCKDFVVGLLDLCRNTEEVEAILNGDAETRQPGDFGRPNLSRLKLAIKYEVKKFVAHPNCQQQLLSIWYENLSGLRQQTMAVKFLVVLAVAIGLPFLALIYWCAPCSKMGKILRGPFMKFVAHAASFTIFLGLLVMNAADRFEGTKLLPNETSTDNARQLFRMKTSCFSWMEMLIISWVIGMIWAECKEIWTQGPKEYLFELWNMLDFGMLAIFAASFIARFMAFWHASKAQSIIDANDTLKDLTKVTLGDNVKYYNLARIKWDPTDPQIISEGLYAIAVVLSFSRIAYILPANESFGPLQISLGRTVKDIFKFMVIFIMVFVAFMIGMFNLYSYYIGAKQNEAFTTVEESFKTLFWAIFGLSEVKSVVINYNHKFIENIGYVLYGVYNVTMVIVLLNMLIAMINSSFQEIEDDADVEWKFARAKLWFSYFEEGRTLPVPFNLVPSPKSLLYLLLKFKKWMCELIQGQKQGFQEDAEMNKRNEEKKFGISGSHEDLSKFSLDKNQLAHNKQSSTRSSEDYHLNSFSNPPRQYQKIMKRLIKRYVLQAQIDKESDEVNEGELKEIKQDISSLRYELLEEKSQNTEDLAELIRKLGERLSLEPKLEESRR
# MrgX1 allo act = positive allosteric modulators of MrgX1, primary screen, HEK293 cells, Fluo-4 calcium flux; FDSS; active compounds read high; B-score at 10 µM; hit rate 0.63% among 310,000;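 active = plate-corrected calcium response at least 3 library SD above typical, normal starting fluorescence, not activating the receptor alone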;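 also: compound read alongside a low EC10 to EC30 dose of BAM8-22 agonist; peak minus trough fluorescence over baseline measured at the second addition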
# TRPC4 act = activators of mouse TRPC4 channel, primary screen, Fluo4 calcium, HEK293 TRPC4beta/mu-opioid cells. Fluo4 calcium fluorescence; active compounds read high. Short transient receptor potential channel 4 (Mus musculus), Q9QUQ5. AID 2237, 2010. B-score at 10 µM. hit rate 0.49% among 310,000;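 active = B-score above 5 SD of library B-scores, and initial fluorescence ratio not above library mean plus 5 SD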;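 also: positive B-score marks a calcium rise read as TRPC4 activation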
#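 system = HEK293 cells stably co-expressing mouse TRPC4beta and mu-opioid receptor | schedule = Fluo4 dye loading 45 min at room temperature, 110 s recording | measure = B-scored integrated calcium fluorescence ratio | signal = Fluo4 calcium-sensitive dye fluorescence, kinetic, 1 Hz baseline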
# ANO1 activ = TMEM16A chloride channel activators or potentiators, primary screen, cell-based, HTS | B-score at 10 µM | Anoctamin-1 (Mus musculus), Q8BHY3 | hit rate 0.3% among 340,000 | HEK293 TMEM16A/YFP-H148Q/I152L, iodide quench fluorescence; active compounds read low;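 active = fluorescence-ratio B-score plate-corrected deviation score at least 3 library SD below zero, with starting fluorescence score within 5 deviations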;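 also: channel opened by trigger with iodide after compound preincubation; score built on the fluorescence ratio of max minus min over baseline; more negative score means more quench and so TMEM16A activation or potentiation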
# TRPC6 activator = mouse TRPC6 channel activators, primary screen, cell-based, HEK293, membrane potential dye. Short transient receptor potential channel 6 (Mus musculus), Q61143. HEK293-TRPC6 membrane potential dye fluorescence; active compounds read high. B-score at 10 µM. hit rate 0.13% among 310,000. AID 2550, 2010;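 active = B-score of the integrated fluorescence ratio above library mean plus 3 SD, and starting fluorescence ratio within library mean plus 5 SD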;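 also: higher score means more depolarization so channel activation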
# TMEM16A inh = TMEM16A chloride channel inhibitors, primary screen, cell-based, HTS; HEK293 TMEM16A/YFP iodide influx fluorescence, ionomycin; normalized B-score (activity score, 25-100; higher = stronger inhibition) at 10 µM; hit rate 1.2% among 310,000; AID 588511, 2011;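 active = ratio plate-corrected score three or more library SD toward inhibition, starting fluorescence score within five deviations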;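 also: score derived from kinetic fluorescence span divided by baseline fluorescence per well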
# TRPC4 block = inhibitors of mouse TRPC4 channel, primary screen, Fluo4 calcium, HEK293 TRPC4beta/mu-opioid cells; Short transient receptor potential channel 4 (Mus musculus), Q9QUQ5; DAMGO-evoked Fluo4 calcium flux; active compounds read low; B-score at 10 µM; hit rate 0.39% among 300,000; AID 2247, 2010;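 active = B-score over 3 SD under the library average, no early fluorescence shift, positive overall ratio signal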
#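 Material: HEK293 cells with stable TRPC4beta plus mu-opioid receptor expression / Probe or stimulus: DAMGO in two steps, submaximal then maximal / Compound: single concentration per test compound / Technique: kinetic Fluo4 fluorescence imaging of calcium influx / Read-out: per-well B score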
# TRPC4 potent = positive allosteric modulators of TRPC4, primary screen, cell-based, mouse TRPC4beta, HEK293 mu-opioid, Fluo-4 calcium; Short transient receptor potential channel 4 (Mus musculus), Q9QUQ5; DAMGO EC20, Fluo-4 Ca2+ flux; active compounds read high; B-score at 10 µM; hit rate 0.42% among 310,000;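 active = B-score of calcium response area above 5 SD of library B-scores, with initial fluorescence ratio within 5 SD of library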;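 also: B-score of integrated fluorescence ratio over time as area under calcium response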
# Active calls of the source: *; i = inactive; x = not tested or not shown.
# Values run as follows: MrgX1 agonist | RGS4 inh | MrgX1 antagonist | TRPC6 inhibitor | MrgX1 allo act | TRPC4 act | ANO1 activ | TRPC6 activator | TMEM16A inh | TRPC4 block | TRPC4 potent
CCN(CC)S(=O)(=O)c1ccc(OC(C)C)c(NC(=O)c2c3c(nc4ccccc24)CCN(Cc2ccccc2)C3)c1
    i | i | -5* | i | i | i | i | i | i | i | i
COc1ccc(S(=O)(=O)N2CCCC2CNC(=O)C(=O)NCCc2ccccc2)cc1 (configuration not stated)
    i | i | i | i | i | i | i | i | i | i | i
N#Cc1ccc(COC(=O)c2cnc(Cl)c(Cl)c2)cc1
    i | i | i | i | i | i | i | i | i | i | i
Cc1ccc(/C=N/n2c(-c3ccc(Cl)cc3)n[nH]c2=S)o1
    i | i | i | i | i | i | i | i | i | i | i
CCOc1ccc(N(CC(=O)N2CCOCC2)S(=O)(=O)c2ccc(SC)cc2)cc1
    i | i | i | i | i | i | i | i | i | i | i
COc1ccc(NC(=O)c2ccc(NS(=O)(=O)c3cccc4cccnc34)cc2)cc1
    i | i | i | i | i | i | i | i | i | i | i
CC(=O)Nc1ccc(S(=O)(=O)N2CCN(Cc3cccc([N+](=O)[O-])c3)CC2)cc1
    i | i | i | i | i | i | i | i | i | i | i
O=C1C=CC(O)(c2cc(=O)c3c(O)cc(O)cc3o2)C=C1
    i | 26* | i | i | i | i | i | i | i | i | i
O=C(COC(=O)c1cccs1)c1ccc2ccccc2c1
    i | i | -5.6* | i | i | i | i | i | i | i | i
CCc1n(CC(O)COCC2CC=CCC2)c2ccccc2[n+]1C (configuration not stated)
    i | i | i | i | i | i | i | i | i | i | i
Cn1c(O)c(N=Nc2ccccc2[N+](=O)[O-])c2ccccc21
    i | i | i | i | i | i | i | i | i | i | i
S=c1nc[nH]c2c1sc1nc(N3CCOCC3)c3c(c12)CCCC3
    i | i | i | i | 7.4* | i | i | i | i | i | i
COc1ccc(C(c2c(NC(C)=O)sc3c2CCCC3)N2CCN(CCO)CC2)cc1OC (configuration not stated)
    i | i | i | i | i | i | i | i | i | i | i
CCC(NC(=O)Nc1cc(C)on1)(C(F)(F)F)C(F)(F)F
    i | i | i | i | i | i | i | i | i | i | i
COCC(=O)c1[nH]c2ccccc2c1C
    41* | i | i | i | i | i | i | i | i | i | i
Cc1cccc(OCC(=O)Nc2cccc(O)c2)c1
    i | i | i | i | i | i | i | i | i | i | i
CC(C)CC(=O)Nc1ccc(C(=O)NNC(=S)NC(=O)C2CCCCC2)cc1
    i | i | i | i | i | i | i | i | i | i | i
Cc1ccc(S(=O)(=O)NC(CC(=O)O)c2ccccc2)c(C)c1 (configuration not stated)
    i | i | i | i | i | i | i | i | i | i | i
O=C(Nc1cccc(Cl)c1)c1cncn1-c1ccc(F)cc1
    i | i | i | i | 12* | i | i | i | i | i | i
CC(=O)N1CCN(C(=O)c2cc(-c3ccc(C)o3)nc3ccccc23)CC1
    i | i | i | i | i | i | i | i | i | i | i
O=Cc1cccn1-c1nccc(-c2ccco2)n1
    i | i | i | i | i | i | i | i | i | i | i
CCN(CC(=O)Nc1c(F)cccc1F)C(=O)c1ccc(-n2cncn2)c([N+](=O)[O-])c1
    i | i | i | i | i | i | i | i | i | i | i
Cc1ccc(Oc2nnc(-c3ccccc3)c3ccccc23)cc1
    i | i | i | i | i | i | i | i | i | i | i
CC(C)CC(=O)Nc1ccc(C(=O)COC(=O)C2=COCCO2)cc1
    i | i | i | i | i | i | i | i | i | i | i
C#CC(CC)(CC)NC(=O)NC1CCCCC1
    i | i | i | i | i | i | i | i | i | i | i
CCOC(=O)C1=C(COC(=O)c2cccs2)NC(=O)NC1C (configuration not stated)
    i | i | i | i | i | i | i | i | i | i | i
COC(=O)Cc1cc(=O)oc2cc(O)ccc12
    i | i | i | i | i | i | i | i | i | i | i
O=C(COc1ncnc2ccccc12)NCCC1=CCCCC1
    i | i | i | i | i | i | i | i | i | i | i
Cc1ccc2nc(NC(=O)C3CCN(S(=O)(=O)c4cc([N+](=O)[O-])ccc4Cl)CC3)sc2c1
    i | i | i | i | i | i | i | i | i | i | i
CC(C)(C)C(=O)Nc1nc(=S)ss1
    i | i | i | i | i | i | i | i | 100* | i | i

# Values run as follows: MrgX1 agonist | RGS4 inh | MrgX1 antagonist | TRPC6 inhibitor | MrgX1 allo act | TRPC4 act | ANO1 activ | TRPC6 activator | TMEM16A inh | TRPC4 block | TRPC4 potent
C=C1c2cc(C)c(C)cc2NC(=O)N1c1ccccc1
    i | i | i | i | i | i | i | i | i | i | i
C/C=C(\C)C(=O)Nc1cccc(C2=NOC3(C2)C[C@@H](C(N)=O)N(C(=O)c2ccccc2C(=O)c2ccccc2)C3)c1 (some centres not stated)
    i | i | i | i | i | i | i | i | i | i | i
O=S(=O)(c1cccs1)N1CCN(c2ccc(Cl)cc2)CC1
    i | i | i | i | i | i | i | i | i | i | i
COc1cccc(CNC(=O)c2cc3ccccn3n2)c1
    i | i | i | i | i | i | i | i | i | i | i
COc1ccc(/C(O)=C2\C(=O)C(=O)N(c3cc(C)on3)C2c2ccccc2OC)cc1C (configuration not stated)
    i | i | i | i | i | i | i | i | i | i | i
Cc1cccc2cc(C#N)c(NCCNC(=O)NC3CCCCC3)nc12
    i | i | i | i | i | i | i | i | i | i | i
CCCc1cc(NCc2ccccn2)n2nc(C)c(-c3ccccc3)c2n1
    i | i | i | i | i | i | i | i | i | i | i
CCNC(=O)CC1C(=O)N(c2ccccc2)C(=O)N1CCC(C)C (configuration not stated)
    i | i | i | i | i | i | i | i | i | i | i
Cc1ccc(NC(=O)C2CCN(C(=O)NC3CCCCC3)CC2)c(C)c1
    i | i | i | i | i | i | i | i | i | i | i
COc1ccc(C(=O)NC(=S)Nc2ccc(CN3CCOCC3)cc2)cc1Cl
    i | i | i | i | i | i | i | i | i | i | i
O=C(CSc1nc2ncccc2[nH]1)NC1CCCCC1
    i | i | i | i | i | i | i | i | i | i | i
O=S(=O)(c1ccc(N2CCCC2)nc1)N1CCOCC1
    i | i | i | i | i | i | i | i | i | i | i
COc1ccc(CCNC(=O)CSc2nnc(C(C)N(C)C)n2Cc2ccccc2)cc1OC (configuration not stated)
    i | i | i | i | i | i | i | i | i | i | i
CCn1c(CNC(=O)COc2ccc(C(C)C)cc2)nnc1SCC(=O)Nc1ccccc1C(C)C
    i | i | i | i | i | i | i | i | 25* | i | i
COc1ccc(CCNS(=O)(=O)c2cn(C)nc2C)cc1
    i | i | i | i | i | i | i | i | i | i | i
COCC(=O)Oc1c(S(=O)(=O)c2ccccc2)c(C)nn1C(C)(C)C
    i | i | i | i | i | i | i | i | i | i | i
Cc1ccc(NC(=O)COC(=O)CNC(=O)c2ccc3ccccc3c2)c([N+](=O)[O-])c1
    i | i | i | i | i | i | i | i | i | i | i
O=C(CSCc1ccc(Cl)cc1)NN=C1CCCC1
    i | i | i | i | i | i | i | i | i | i | i
Cc1ccc(S(=O)(=O)N(C)C)cc1NC(=O)COC(=O)Cc1n[nH]c(=O)c2ccccc12
    i | i | i | i | i | i | i | i | i | i | i
COc1ccccc1NC(=S)NC12CN3CN(CN(C3)C1)C2
    i | i | i | i | i | i | i | i | i | i | i
CC1(OC(=O)c2cnc3ccccc3n2)C(=O)C=C2C=C(c3ccc(C#N)cc3)OC=C2C1=O (configuration not stated)
    i | i | i | i | i | i | x | i | i | i | i
CCOc1ccccc1NC(=O)Nc1cc(C(=O)O)ccc1C
    i | i | i | i | i | i | i | i | i | i | i
Cc1cc(NC(=O)CCN2C(=O)C3C4CCC(C4)C3C2=O)c(C)cc1Br (configuration not stated)
    i | i | i | i | i | i | i | i | i | i | i
Cc1ccccc1C(=O)NC1CCN(Cc2ccccc2)CC1
    i | i | i | i | i | i | i | i | i | i | i
C=CCn1c(=N)c(C(=O)NCCCOC)cc2c(=O)n3ccccc3nc21
    i | i | i | i | i | i | i | i | i | i | i
COc1cc(CNCc2ccncc2)cc(Br)c1OCc1ccccc1F
    i | i | i | i | i | i | i | i | i | i | i
O=C(NCCN1C(=O)S/C(=C\c2ccc(OC(F)F)cc2)C1=O)c1cnccn1
    i | i | i | i | i | i | i | i | i | i | i
CC1(C)C2C/C(=N\O)C(C)(/[N+]([O-])=C/c3cccc([N+](=O)[O-])c3)CC21 (configuration not stated)
    i | i | i | i | i | i | i | i | i | i | i
O=C(C[n+]1ccc(-c2nnc3n2CCCCC3)cc1)c1ccc(Cl)cc1
    i | i | i | i | i | i | i | i | i | i | i
CCOc1ccc(CNCCNC(=O)c2nonc2N)cc1
    i | i | i | i | i | i | i | i | i | i | i

# Values run as follows: MrgX1 agonist | RGS4 inh | MrgX1 antagonist | TRPC6 inhibitor | MrgX1 allo act | TRPC4 act | ANO1 activ | TRPC6 activator | TMEM16A inh | TRPC4 block | TRPC4 potent
CC(C)(C)OC(=O)N1CCC(C(=O)N2CCC[C@H]2C(=O)O)CC1
    i | i | i | i | i | i | i | i | i | i | i
COc1ccc(C(=O)N2c3ccccc3C=CC2C#N)cc1 (configuration not stated)
    i | i | i | i | i | i | i | i | i | i | i
CCOc1ccc(NC(=O)CN(C)C(=O)CN2C(=O)NC3(CCCC3)C2=O)cc1OCC
    i | i | i | i | i | i | i | i | i | i | i
CCOc1ccccc1OCC(=O)NCc1ccco1
    i | i | i | i | i | i | i | i | i | i | i
O=C(CSc1nnc(-c2ccncc2)n1-c1ccc(Cl)cc1)NCc1cccs1
    i | i | i | i | i | i | i | i | i | i | i

# Screening data: PubChem BioAssay, Johns Hopkins Ion Channel Center
